Sm TGR block = qHTS Assay for the Inhibitors of Schistosoma Mansoni Peroxiredoxins. Schistosoma mansoni thioredoxin glutathione reductase (TGR), Q962Y6. purified TGR, DTNB reduction, TNB absorbance 405 nm. Potency, µM (doses to about 114 µM), for the others: at the highest dose activity change, negative = inhibition, usual class: inhibitors. 3% of 360,000 active. AID 485364, 2010; further: potency means the concentration at half of the fitted maximal effect; nearly all actives have a fitted effect of over 60% in size
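First, TGR (20 nM dispensed) and NADPH were mixed with compound. Second, a 15 min room-temperature incubation followed. Third, further NADPH and then DTNB were added to start the reaction. Finally, TNB absorbance was monitored kinetically.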
AMA1 RON2 block = qHTS for Inhibitors of AMA1-RON; Towards Development of Antimalarial Drug Lead: Primary Screen; AlphaScreen AMA1-biotinylated RON2 peptide binding; Plasmodium falciparum AMA1 (3D7) - RON2 peptide interaction; Potency, µM (doses to about 58.2 µM), for inactives: at the highest dose activity change, negative = inhibition, most hits filed as inhibitors; AID 720542, 2013; 0.2% of 360,000 active;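 further: potency means the concentration at half of the fitted maximal effect; 0% = vehicle wells and -100% = peptide control; nearly all actives have a fitted effect of over 45% in size; some results filed as inactive show a strong effect at the top dose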
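AMA1 (3D7) with his tag at 25 nM final met compounds first, then biotinylated RON2 peptide at 25 nM; detection used donor plus acceptor beads, 10 µg/mL apiece, read by AlphaScreen after 30 min at room temperature.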
AmpC inh detg = qHTS Inhibitors of AmpC Beta-Lactamase (assay with detergent) | P00811 | AID 485294, 2010 | Potency, µM (doses to about 114 µM), inactives show at the highest dose activity change, negative = inhibition, most hits filed as inhibitors | AmpC hydrolysis of nitrocefin, absorbance 480 nm, 0.01% Triton | 0.041% of 370,000 active;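 further: potency means the concentration at half of the fitted maximal effect; 0% = no-compound wells and -100% = no-enzyme wells; nearly all actives have a fitted effect of over 25% in size; some results filed as inactive show a strong effect at the top dose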
Target sequence (P00811 whole entry, looked up): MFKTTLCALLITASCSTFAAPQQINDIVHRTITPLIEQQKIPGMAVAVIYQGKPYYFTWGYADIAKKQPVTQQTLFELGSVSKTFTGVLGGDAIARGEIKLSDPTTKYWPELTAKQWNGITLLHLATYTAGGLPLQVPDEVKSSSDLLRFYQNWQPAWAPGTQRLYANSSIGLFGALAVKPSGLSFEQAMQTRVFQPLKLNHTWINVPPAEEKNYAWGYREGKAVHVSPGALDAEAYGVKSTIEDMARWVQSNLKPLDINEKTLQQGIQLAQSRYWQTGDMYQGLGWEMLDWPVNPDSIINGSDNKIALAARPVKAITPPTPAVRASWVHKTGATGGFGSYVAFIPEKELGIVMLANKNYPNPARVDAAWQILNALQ
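AmpC (5.3 nM in the dispensed reagent) in 20 mM phosphate pH 7.0 with 0.01% (detergent screen) or 0.0001% Triton X-100 was preincubated with compounds for 15 min at room temperature. Nitrocefin was then added from an 800 uM solution, and hydrolysis was followed at 480 nm.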
HCV inh = qHTS Assay for Inhibitors of Hepatitis C Virus (HCV); Huh7.5.1 HCVcc-Cre infection, luciferase reporter, 44 h; Potency, µM (titrated, usually from 41.8 µM), for inactives: at the highest dose activity change, negative = inhibition, actives largely listed as inhibitors; 3.4% of 340,000 active; further: potency means the concentration at half of the fitted maximal effect
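Cells (1,000/well) were plated 4 h before compound, then infected with HCVcc-Cre virus (~0.5 moi). After 44 h further culture, infection was read as luciferase luminescence following a 15 min substrate incubation at room temperature.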
HCMV inh = qHTS Assay for inhibitors of the human cytomegalovirus (HCMV); HFF cells, HCMV-luciferase reporter, 72 h; active compounds read low; activity change, negative = inhibition, % at 57.5 µM; 4.5% of 410,000 active; AID 1259415, 2018; in the data active means activity change below about -60%; inconclusive means no clear call, values can overlap the other calls; inactive means above about -39%
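Two compound doses tested in HFFs infected with HCMV-luciferase, MOI 1 PFU/cell, 72 h at 37C. Lysate luminescence read with OneGlo; data normalized against buffer-only and 10uM Salinomycin inhibitor controls.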
FBPA Giardia inh = qHTS Assay for Inhibitors of Fructose-1,6-bisphosphate Aldolase from Giardia Lamblia | Potency, µM (titrated, usually from 59.6 µM), for the others: at the highest dose activity, negative = inhibition, hits mostly inhibitors | 0.71% of 290,000 active | AID 2451, 2010 | A8B2U2 | purified Giardia FBPA; further: potency means the concentration at half of the fitted maximal effect; nearly all actives have a fitted effect of over 55% in size
Target sequence (A8B2U2 whole entry, looked up): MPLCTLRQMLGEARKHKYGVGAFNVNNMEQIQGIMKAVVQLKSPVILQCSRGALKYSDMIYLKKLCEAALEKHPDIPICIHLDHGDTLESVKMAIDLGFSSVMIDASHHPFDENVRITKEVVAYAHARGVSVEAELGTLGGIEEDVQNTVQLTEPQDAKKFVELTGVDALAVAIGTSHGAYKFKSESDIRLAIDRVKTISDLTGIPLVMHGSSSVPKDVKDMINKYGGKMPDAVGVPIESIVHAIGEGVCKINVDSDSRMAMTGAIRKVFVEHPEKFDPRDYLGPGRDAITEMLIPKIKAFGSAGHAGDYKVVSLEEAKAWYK
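Giardia FBPA (40 nM reagent) was preincubated 10 min at RT with compound (up to 57.5 uM final), then substrate plus GAPDH/TPI/NAD/arsenate coupling system with diaphorase/resazurin was added; resorufin fluorescence (525/598 nm) was read after 20 min.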
Starred values were filed as active, the others as inactive; ? = inconclusive; nt = no result given; [ ] = another dose, or the depositor's remark. Unless noted, the call rests on the fitted dose curve; in most records, active means well fitted curve in the direction sought with a large enough effect; inconclusive means small, poorly fitted or top-dose-only effect, or another doubt; inactive means no such curve, though single readings can be large; an effect the other way counts as inactive or inconclusive. Unless noted, on the % scale 0 is the no-effect control and ±100 the full control effect. This is a random part of the collection; any-hit rate near 9.3%.

SMILES	Sm TGR block	AMA1 RON2 block	AmpC inh detg	HCV inh	HCMV inh	FBPA Giardia inh
COc1ccc(C(=O)Nc2ccccn2)cc1	-1%	-4%	-5%	4%	34	7%
COc1ccc(C2C3=C(CCCC3=O)Nc3n[nH]c(C)c32)cc1OC (configuration not stated)	-28%	-11%	-1%	2%	-35	1%
Cc1c(Cl)ccc2sc(NC(=O)c3ccc(S(=O)(=O)N4CCCc5ccccc54)cc3)nc12	12%	nt	25%	nt	17	nt
O=C(O)c1cc(NCc2ccc(F)cc2)ccc1N1CCOCC1	-9%	4%	1%	3%	-22	nt
CSCCC(NC(=O)c1ccccc1)C(=O)N/N=C(\C)c1ccccc1 (configuration not stated)	-7%	12%	-11%	0%	13	2%
CCOc1ccc(-c2cn(-c3ccc(OC)cc3)c(SCC(=O)Nc3ccccc3Cl)n2)cc1	-1%	nt	-4%	nt	-12	nt
CC(C)(C)OC(=O)N1CCCC1C(=O)NCCc1ccccc1 (configuration not stated)	-22%	-1%	1%	28%	33	2%
CC(C)C(NC(=O)c1ccc(Br)cc1)C(=O)NC1=NCCS1 (configuration not stated)	8%	4%	1%	-22%	-16	-3%
Cn1ncc([N+](=O)[O-])c1C(=O)n1nnc2ccccc21	?	-2%	-13%	1%	41	0%
C/C(=N\NC(=O)CCc1ccc(S(=O)(=O)N2CCOCC2)cc1)c1ccc(OC(F)F)cc1	9%	29%	3%	-29%	-20	0%
COCc1c(C(=O)N/N=C/c2ccncc2)nnn1-c1nonc1N	10%	63%[activator]	1%	4%	-12	10%
O=C1c2ccccc2[C@@H]2CC(O)C(O)CCN12 (some centres not stated)	nt	-1%	nt	5%	-5	nt

By substructure, those above with an aryl methoxy group (3)
SMILES	Sm TGR block	AMA1 RON2 block	AmpC inh detg	HCV inh	HCMV inh	FBPA Giardia inh
COc1ccc(C(=O)Nc2ccccn2)cc1	-1%	-4%	-5%	4%	34	7%
COc1ccc(C2C3=C(CCCC3=O)Nc3n[nH]c(C)c32)cc1OC (configuration not stated)	-28%	-11%	-1%	2%	-35	1%
CCOc1ccc(-c2cn(-c3ccc(OC)cc3)c(SCC(=O)Nc3ccccc3Cl)n2)cc1	-1%	nt	-4%	nt	-12	nt

(cont.)
SMILES	Sm TGR block	AMA1 RON2 block	AmpC inh detg	HCV inh	HCMV inh	FBPA Giardia inh
CCOc1cc(-c2nc(C)c(C(C)=O)n2O)ccc1OCC(=O)Nc1cccc(C)c1	2%	93%[activator]	-7%	?	-8	5%
O=C(Nc1ccc(C(F)(F)F)cn1)Nc1cccs1	9%	29%	?	-5%	-2	2%
CC(=O)OCCNc1nc(-c2ccccc2)nc2ccccc12	nt	6%	-8%	10µM*	5	0%
O=C(c1cccc(C(F)(F)F)c1)c1c[nH]c(C(=O)NCC2CCCO2)c1 (configuration not stated)	-27%	-5%	?	?	17	9%
Nc1ccn(-c2ccc(Cl)cc2)c(=O)c1	2%	-4%	?	-1%	-8	1%
CC(=O)N1CCc2cc(N=NC3=C(O)CC(C)(C)CC3=O)ccc21	-2%	-1%	-10%	-4%	-9	-15%
CC1CN(C=O)CC(C)N1CCN1C(C)CN(C=O)CC1C (configuration not stated)	nt	-3%	nt	24%	-8	nt
COc1ccc(C2=NS(=O)(=O)N(C)C(C(=O)N3CCC(C)CC3)=C2)cc1	1%	1%	?	-11%	-11	-5%
O=C(CCCOc1ccccc1)N1CCN(c2ccccn2)CC1	5%	8%	1%	-2%	39	3%
Cc1ccc(C)c(NC(=O)Cn2nnc(C(=O)Nc3c(C)cccc3C)c2N)c1	13%	14%	-1%	18%	-10	2%
COc1ccc2c(c1)c(C(C)=O)c(C)n2CCc1ccccc1	-14%	10%	-7%	?	-91*	-2%
Cc1cccc(CCNC(=O)CCNS(=O)(=O)c2cc(Br)cnc2N)c1	2%	-11%	10%	-3%	-5	nt

Entries of single compounds, quoted from the list.
Cc1ccc(C)c(NC(=O)Cn2nnc(C(=O)Nc3c(C)cccc3C)c2N)c1 across the screens: Sm TGR block = 13%; AMA1 RON2 block = 14%; AmpC inh detg = -1%; HCV inh = 18%; HCMV inh = -10; FBPA Giardia inh = 2%
COCc1c(C(=O)N/N=C/c2ccncc2)nnn1-c1nonc1N across the screens: Sm TGR block = 10%; AMA1 RON2 block = 63%[activator]; AmpC inh detg = 1%; HCV inh = 4%; HCMV inh = -12; FBPA Giardia inh = 10%

(more compounds)
SMILES	Sm TGR block	AMA1 RON2 block	AmpC inh detg	HCV inh	HCMV inh	FBPA Giardia inh
Cc1ccn(CC(=O)NC2CCCN(Cc3ccc(CC(C)C)cc3)C2)n1 (configuration not stated)	3%	17%	-1%	?	-12	nt
CCOc1cc(/C=N/NC(=O)c2ccc3c(c2)OCCO3)cc(Br)c1O	?	6%	-2%	-16%	79	-4%
Cc1ccc(S(=O)(=O)N(C)C)cc1NC(=O)c1cc(-c2ccncc2)nc2ccccc12	nt	-5%	nt	?	15	nt
COCCCNC(=O)CSc1nc(-c2ccc(OC)c(OC)c2)[nH]c1-c1ccc(F)cc1	-10%	nt	-2%	nt	-2	nt
CC1CCCCN1C(=O)CSc1nc2ccccc2[nH]1 (configuration not stated)	-3%	12%	12%	10%	-32	0%
O=C1CCCc2oc3ccc(NS(=O)(=O)c4cccc5cccnc45)cc3c21	-1%	11%	-6%	?	?	-5%
C[C@]1(CO)CCC[C@@]2(C)C1CC[C@@H](CO)[C@@H]2CCc1ccoc1 (some centres not stated)	-32%	-2%	-11%	-13%	-14	3%
O=C1CSC(c2ccccc2F)N1c1cc(Cl)ccc1O (configuration not stated)	-16%	9%	-7%	11%	-23	-2%
Cc1ccc(S(=O)(=O)N2CCC(C(=O)C3C(=O)CC(C)(C)CC3=O)CC2)cc1	8%	3%	-8%	4%	-37	-1%
Nc1nc(-c2ccc(NC(=O)c3ccco3)cc2)cs1	12%	-10%	2%	?	15	1%
C=CC[C@@H](CC(=O)N[C@@H](CO)Cc1ccccc1)C(=O)N[C@H](COC(=O)[C@H](CC=C)CC(=O)OC(C)(C)C)Cc1c[nH]c2ccccc12	nt	-7%	nt	?	-16	nt
COc1ccc(CNC(=O)c2ccc3c(c2)N(C)CCS3)cc1	4%	-4%	-15%	-12%	58	4%
O=C(COc1ccc2ccccc2c1)Nc1ccc2c3c(cccc13)CC2	-3%	2%	-13%	?	-26	3%
Cc1c(NC(=O)C(C)N2CC(C)OC(C)C2)c(=O)n(-c2ccccc2)n1C (configuration not stated)	?	4%	1%	-50%	-22	0%
O=C(CN1CCN(S(=O)(=O)c2cc(Br)ccc2Br)CC1)NCc1ccccc1Cl	nt	-3%[11.6 µM]	nt	10%	0	nt
Cc1coc2cc3oc(=O)cc(C)c3cc12	1%	4%	-8%	?	-39	1%
O=C(NC1CCCCCC1)c1ccc(Br)o1	1%	-8%	-13%	4%	17	6%
O=C(/C=C/c1ccc(O)c(O)c1)OCCc1ccccc1	nt	1%	nt	?	-10	?
NC(=O)C1(N2CCCCC2)CCN(CC(=O)Nc2cc(Cl)ccc2Cl)CC1	-3%	3%	?	?	-20	5%
Cc1ccc(S(=O)(=O)NCCC(=O)Nc2cccc(Cl)c2)cc1	-12%	13%	-3%	-8%	?	2%
C#CCOCCOCCOCCNc1nc(N2CCN(C(=O)[C@H]([C@@H](C)CC)n3cc([C@@H](N)CC(C)C)nn3)CC2)nc(N2CCN(C(=O)[C@H](CCCCN)n3cc([C@@H](N)CO)nn3)CC2)n1	-9%	15%	-1%	-4%[8.37 µM]	nt	1%
CCOC(=O)C1CCN(C(=O)c2ccc(N(C)S(=O)(=O)c3ccc(OC)cc3)cc2)CC1	-10%	-6%	3%	?	-14	7%
CC(=O)N1CCc2c(sc3c2c(=O)n(Cc2ccccc2)c(=O)n3Cc2cc(C)ccc2C)C1	-1%	nt	1%	nt	13	nt
O=C(NCc1cccnc1)c1ccc(NC(=O)c2ccc(Br)cc2)cc1	-10%	27%	-8%	?	-28	-6%
COC(=O)COc1cc(Br)c(/C=C2/SC(=O)N(CC(=O)N3CCCC3)C2=O)cc1OC	5%	32%[activator]	-4%	20%	7	nt
Cn1c(SCC2CCCO2)nnc1-c1cccc([N+](=O)[O-])c1 (configuration not stated)	40%[activator]	11%	-1%	23%	?	1%
CC(NC(=O)CN1CCOCC1)c1ccc(F)cc1 (configuration not stated)	0%	4%	?	9%	13	1%
CC(=O)Oc1ccc(N2C(=O)C3C4C=CC(O4)C3C2=O)cc1 (configuration not stated)	7.1µM*	1%	6%	27%	-23	-7%
CCOc1ccc(NC(=O)CN(C)C(=O)c2cccc(S(=O)(=O)N3CCN(C)CC3)c2)cc1OCC	nt	23%	nt	4%	0	nt
COC(=O)CSc1nnc(-c2ccccc2OC)n1-c1ccc(C)cc1	3%	-1%	-12%	12%	39	-1%
COc1cc(CNc2ccc3[nH]c(=O)[nH]c3c2)ccc1OCc1ccc(F)cc1	?	-12%	4%	?	-18	-4%
CCOc1ccc(Cn2c(=O)oc3ccc(C)cc32)cc1OC	7%	-4%	-9%	?	-6	5%
Cc1nonc1CC(=O)N1CCc2c([nH]c3ccccc23)C1c1ccccc1F (configuration not stated)	7%	-15%	-7%	-4%	38	3%
C/C(=N/NS(=O)(=O)c1ccc(C)cc1)c1cccc(NC(=O)c2cccc(Cl)c2)c1	8%	-1%	-7%	?	39	-5%
COc1cccc(NC(=O)[C@H](C)NC(=O)N2CCn3c2nc2ccccc23)c1	3%	85%[activator]	0%	6%	7	nt
O=C(Nc1ccc(CCC(=O)N2CCCC2)cc1)c1ncn[nH]1	1%	-8%	-11%	4%	84	-9%
COc1ccc(C(=O)CSc2cc(C)[nH]c(=O)n2)cc1	-2%	1%	0%	1%	51	-12%
CCN(CC)S(=O)(=O)c1ccc(-n2cnc3cc(C)c(C)cc32)nc1	5%	3%	?	?	-6	-5%
CC1=CC(c2ccc(Cl)cc2)n2nc(NC(=O)CCCC(=O)O)nc2N1 (configuration not stated)	22µM*	41%[activator]	-4%	9%	2	-14%
CCOC(=O)COc1ccc(CC)cc1C(=O)c1ccn2nc(-c3ccc(F)cc3)cc2n1	5%	nt	0%	nt	10	nt
Cc1c(NC(=O)C(C)Sc2ncnc3ccccc23)c(=O)n(-c2ccccc2)n1C (configuration not stated)	6%	1%	-7%	20%	-38	1%
CC(=O)N(Cc1ccccc1)C1CC(=O)N(Cc2ccccc2)C1=O (configuration not stated)	nt	-2%	nt	4%	37	nt
CC(C)n1c(SCC(=O)Nc2ccccc2)nc2c1c(=O)[nH]c(=O)n2C	7%	3%	-6%	14%	14	6%

Screening data as filed in PubChem.
